Assay outcomes deposited in PubChem by Sanford-Burnham Center for Chemical Genomics.
CCR6 antagonist: CCR6 receptor antagonists, primary screen, cell-based, CHO-K1, luminescence, beta-arrestin, uHTS; C-C chemokine receptor type 6 (Homo sapiens), P51684; inhibition, % at 20 µM; CHO-K1 CCR6 PathHunter beta-arrestin, CCL20-stimulated; AID 493098, 2011; 340,000 compounds, 0.49% hits;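 active = compounds whose inhibition of the agonist-driven luminescence signal at 20 µM reaches about 50%, limit read from the data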;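 note: cells stimulated with CCL20 at 14 nM final; plate controls were DMSO with CCL20 for no effect and DMSO without agonist for full effect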
CXCR6 inh: CXCR6 receptor inhibitors, primary screen, cell-based, beta-arrestin, luminescence, CHO-K1 PathHunter, 1536-well | 360,000 compounds, 0.36% hits | inhibition, % at 20 µM | C-X-C chemokine receptor type 6 (Homo sapiens), O00574; in the data active = inhibition above about 34%, passing the limit was not always enough;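 note: antagonist mode with CXCL16 agonist at 10 nM final; 0% = 10 nM CXCL16 with DMSO and 100% = unstimulated wells without agonist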
Mdm2-MdmX inh: inhibitors of human Mdm2-MdmX association, primary screen, cell-based, luminescence, split luciferase, SaOS-2, uHTS | SaOS-2 split-luciferase Mdm2/MdmX complementation | inhibition, % at 8 µM | Protein Mdm4 (Homo sapiens) + E3 ubiquitin-protein ligase Mdm2 (Homo sapiens), … | AID 485346, 2010 | 330,000 compounds, 3% hits;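 active = inhibition of at least 50% at 8 µM in the primary screen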
APJ agonist: agonists of human apelin receptor APJ, primary screen, CHO-K1 cells, PathHunter beta-arrestin, luminescence; AID 2520, 2010; P35414; 0% DMSO wells, 100% apelin; activation, % at 20 µM; 330,000 compounds, 0.11% hits;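 active = activation more than six SD over the plate average, tested at 20 µM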;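 note: 0% = DMSO alone and 100% = apelin-13 at 10 nM; some results filed as inactive read as strong as hits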
Target sequence (P35414 whole entry, looked up): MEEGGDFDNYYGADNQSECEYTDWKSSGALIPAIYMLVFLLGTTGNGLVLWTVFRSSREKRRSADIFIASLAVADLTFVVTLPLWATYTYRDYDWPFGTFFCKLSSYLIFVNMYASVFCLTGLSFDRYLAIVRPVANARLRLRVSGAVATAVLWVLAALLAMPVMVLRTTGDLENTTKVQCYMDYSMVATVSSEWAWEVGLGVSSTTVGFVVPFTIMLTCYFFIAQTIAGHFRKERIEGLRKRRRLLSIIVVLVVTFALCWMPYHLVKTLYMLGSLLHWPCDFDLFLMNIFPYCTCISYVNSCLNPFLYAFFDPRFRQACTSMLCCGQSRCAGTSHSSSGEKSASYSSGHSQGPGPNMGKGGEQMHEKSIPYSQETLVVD
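Assay system: CHO-K1 APJ beta-arrestin complementation cell line / Compound: single test compound dose, 20 µM final, 1% DMSO / Times: overnight seeding, 90 min compound at 25 °C, 1 h detection / Technique: beta-gal luminescence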
EBI2 block: EBI2 receptor antagonists, beta-arrestin recruitment, primary screen, cell-based, luminescence, 7a,25-OHC stimulation, uHTS. G-protein coupled receptor 183 (Homo sapiens), P32249. 7a,25-OHC stimulated. inhibition, % at 5 µM. 360,000 compounds, 0.81% hits. AID 651636, 2012; in the data active = inhibition above about 38%;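 note: enzyme fragment complementation signal reports receptor beta-arrestin coupling in cells; 0% = agonist plus DMSO wells and 100% = wells without agonist; some results beyond the cut were filed as inactive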
Target sequence (P32249 whole entry, looked up, the tested form may be a part): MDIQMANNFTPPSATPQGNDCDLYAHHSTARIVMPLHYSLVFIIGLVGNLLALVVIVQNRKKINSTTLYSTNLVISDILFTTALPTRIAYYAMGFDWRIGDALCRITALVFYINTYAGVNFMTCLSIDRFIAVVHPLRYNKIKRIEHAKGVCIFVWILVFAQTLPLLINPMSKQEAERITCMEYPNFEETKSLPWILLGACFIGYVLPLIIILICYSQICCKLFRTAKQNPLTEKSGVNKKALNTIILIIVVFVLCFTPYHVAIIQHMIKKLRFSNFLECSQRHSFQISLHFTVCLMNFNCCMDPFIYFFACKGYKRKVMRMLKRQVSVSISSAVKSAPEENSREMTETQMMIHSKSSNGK
CHOP UPR activ: activators of apoptotic CHOP UPR arm, primary screen, cell-based, CHO-CHOP luciferase reporter, luminescence, uHTS. UPR activation; percent of tunicamycin response over DMSO baseline. activation, % at 10 µM. 330,000 compounds, 0.34% hits;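 active = at 10 µM dose, activation of 40% or more, normalized to positive control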;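 note: 100% = tunicamycin at 10 µg/mL and 0% = DMSO alone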
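Assay system: CHO-CHOP cells, stable luciferase reporter of PERK-eIF2a-CHOP signalling / Buffer or medium: F12 plus 10% serum / Compound dosing: one dose, 10 µM in 0.5% DMSO / Times: 6 h compound treatment, 37 °C / Technique: luciferase luminescence / Read-out: % reporter activation, DMSO baseline versus tunicamycin full activation / Benchmarks: tunicamycin and DMSO controls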
APJ antagonist: antagonists of human apelin receptor APJ, primary screen, CHO-K1 cells, beta-arrestin complementation, luminescence; inhibition, % at 20 µM; AID 2521, 2010; 330,000 compounds, 0.32% hits;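 active = inhibition above about 40% at 20 µM, limit read from the data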;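 note: cells challenged with 10 nM apelin-13 agonist together with compound; plate controls were apelin-13 plus DMSO wells for no effect and DMSO wells lacking apelin-13 for full effect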
XBP1 UPR activ: activators of adaptive XBP1 UPR arm, primary screen, cell-based, CHO-XBP1 luciferase reporter, luminescence, uHTS. IRE1-XBP1 UPR activation; percent of tunicamycin response, DMSO as zero. 330,000 compounds, 0.33% hits. activation, % at 20 µM;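 active = versus positive control, 20 µM dose yields 30% or more activation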;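 note: 100% = tunicamycin at 10 µg/mL and 0% = DMSO only wells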
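Material – CHO cell line with stable XBP1 luciferase reporter · Buffer or medium – F12 plus 10% FBS · Compound – single point, 20 µM final compound, 1% DMSO · Schedule – 16-18 h cell attachment at 37 °C, then 6 h compound exposure · Signal – Steady-Glo luminescence read · Benchmarks – high control tunicamycin 10 µg/mL final, low control DMSO vehicle only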
tim23-1 inh: growth inhibitors of tim23-1 mutant yeast, primary screen, luminescence, uHTS | S. cerevisiae tim23-1 growth, BacTiter-Glo luminescence, 24 h | inhibition, % at 20 µM | 330,000 compounds, 1.3% hits | AID 463212, 2010;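 active = growth inhibition of the mutant yeast at or above 50%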;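 note: temperature-sensitive mutant grown at 25 °C; plate controls were DMSO-treated mutant yeast for no effect and medium wells lacking yeast for full effect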
Active calls of the source: *.

Every second line gives: CCR6 antagonist, CXCR6 inh, Mdm2-MdmX inh, APJ agonist, EBI2 block, CHOP UPR activ, APJ antagonist, XBP1 UPR activ, tim23-1 inh
> O=C(CC1C(=O)NCCN1Cc1ccccc1C(F)(F)F)NCCc1ccccn1 (configuration not stated)
    4, 1, 4, -3, 6, 1.3, 11, -4, 7
> O=C(Cc1ccccc1[N+](=O)[O-])N1CCN(c2ccccc2F)CC1
    -6, -7, 26, -2, -1, -1.1, -2, 1, 10
> COCCn1c(SCC(=O)NNC(=O)Cc2ccccc2)nc2ccccc2c1=O
    13, -8, 20, -4, 2, -0.4, 20, -4, -2
> N#C/C(=C\c1ccco1)C(=O)NCC1CCCO1 (configuration not stated)
    -11, 4, -1, -1, -3, 3.1, -5, 0, 7
> O=C(NC1CCC(O)CC1)c1ccc(NS(=O)(=O)c2cccc([N+](=O)[O-])c2)cc1 (configuration not stated)
    3, -3, 5, -1, -14, -3.0, 3, 0, -17
> CN1C(=O)/C(=C/c2ccc(O)c([N+](=O)[O-])c2)NC1=S
    48, 24, 20, -10, 14, -1.1, 45*, -2, 10
> COc1ccc(CCC(C)Nc2cccc(C)c2)cc1 (configuration not stated)
    30, -6, 9, -2, 22, 2.2, -5, -2, 5
> O=C1C[C@H]2[C@H](CO)[C@@H](OC(=O)c3ccc(-c4ccccc4)cc3)C[C@H]2O1
    -3, -11, -39, 3, 14, 4.6, 0, 4, 12
> CC1CC(C)CN(C(=O)Cn2c(SCC(=O)N3CCc4ccccc4C3)nc3ccccc32)C1 (configuration not stated)
    -9, 6, 3, 1, 5, -0.9, -10, 0, 27
> Cc1ccc(NC(=O)c2ccc(N/N=C/c3cccc(O)c3)c([N+](=O)[O-])c2)cc1
    19, 21, 77*, -2, 8, 63*, 16, 51*, 2
> N=C(N)CCCOc1ccccc1-c1ccccc1
    -16, -14, 3, 1, -10, 1.1, 0, 0, -14
> O=[N+]([O-])c1ccc(Sc2n[nH]c(-c3ccc(Cl)cc3Cl)n2)nc1
    -6, -2, -19, -4, 3, -1.0, -5, 1, 17
> CCn1c(=NC(=O)c2ccc(S(=O)(=O)N(C)C)cc2)sc2cccc(OC)c21
    9, -2, 16, 0, -11, 3.6, -2, 10, 35
> COc1ccc(CN(C)C(=O)c2ccc(OCC(=O)Nc3cccc(C(F)(F)F)c3)c(OC)c2)c(OC)c1
    12, -3, 13, 1, 7, -0.6, -28, -2, 27
> Cc1ccc(S(=O)(=O)ON2C(=O)c3cccc4cccc(c34)C2=O)cc1
    14, -6, -18, -4, 2, -0.5, -10, 3, 7

Overlap with the part before: 2 compounds, followed by the next part.
Every second line gives: CCR6 antagonist, CXCR6 inh, Mdm2-MdmX inh, APJ agonist, EBI2 block, CHOP UPR activ, APJ antagonist, XBP1 UPR activ, tim23-1 inh
> COc1ccc(CN(C)C(=O)c2ccc(OCC(=O)Nc3cccc(C(F)(F)F)c3)c(OC)c2)c(OC)c1
    12, -3, 13, 1, 7, -0.6, -28, -2, 27
> Cc1ccc(S(=O)(=O)ON2C(=O)c3cccc4cccc(c34)C2=O)cc1
    14, -6, -18, -4, 2, -0.5, -10, 3, 7
> Cc1ccccc1-c1nc(CS(=O)(=O)CC(=O)NCCCN2CCOCC2)c(C)o1
    1, -4, -16, 6, 3, 0.7, 19, -2, -5
> Fc1ccc(-c2csc(=S)[nH]2)cc1
    0, -18, 9, -1, -14, 0.3, -1, -1, 17
> CCCNC(=O)c1ccc(N2CCC3(CC2)CC(c2cccc(Br)c2)=NO3)c(NC(=O)c2cccc(C)c2)c1
    6, 10, 21, -1, 8, 3.5, 14, -2, 8
> Cc1ccccc1OC1CCN(C(=O)c2cc(COc3ccccc3)on2)CC1
    -2, 3, 13, -4, -2, 1.7, 16, -1, 32
> O=C(Cc1c(F)cccc1Cl)Nc1ccccn1
    6, 3, 12, -2, -10, 3.0, 1, -3, 1
> CC(C)Cc1nccs1
    2, -6, 9, -1, -4, 1.0, 1, 0, 12
> CCc1cc(C(=O)N2CCN(S(=O)(=O)c3ccc(Cl)cc3)CC2)sc1C
    19, 2, 32, -1, 6, -1.1, -59, -3, 3
> NS(=O)(=O)c1ccc(NNC(=O)c2ccccc2)cc1
    -8, 2, 10, 0, -16, -0.2, -9, -1, -4
> CC(C)[C@H](NC(=O)[C@@H]1Cc2ccccc2CN1C(=O)OC(C)(C)C)C(=O)NCc1ccco1
    11, -10, 8, -3, 0, 1.0, 14, -3, 13
> CCCC(=O)Nc1ccc(-c2ccc(NC(=O)CCC)cc2)cc1
    -9, 8, 5, 0, -9, 0.4, -6, 1, 5
> Cc1cccc2cc(CN(Cc3ccco3)S(=O)(=O)c3ccc4c(c3)OCCO4)c(=O)[nH]c12
    7, 3, 19, 0, 11, 2.9, -1, -2, 25
> Cc1cc(C)c(C#N)c(SCc2ccc([N+](=O)[O-])cc2)n1
    15, 1, 29, -5, 22, -0.5, 16, 1, -1
> CCc1cc(C(=O)OC)c(NC(=O)CSc2nccn2C)s1
    7, -4, 12, -4, -1, 1.5, -15, -2, 20
> Cc1ccc(C)c(S(=O)(=O)N2CCCOC2CNC(=O)C(=O)NCc2cccs2)c1 (configuration not stated)
    13, -6, 12, 2, -8, 0.5, 3, -3, 12
> CNC(=O)c1cc2cc(Cl)cc(OC)c2oc1=O
    4, -7, 13, 0, 0, -0.1, -23, -5, 2
> CCOc1ccc(S(=O)(=O)N2CCCC2)cc1
    -7, -3, 2, -6, -5, -0.1, 20, -1, 14
> C/C(=N/NC(=O)C(O)(c1ccccc1)c1ccccc1)c1ccc([N+](=O)[O-])o1
    -13, -3, 12, 4, 10, 1.2, -22, -2, 11
> Cc1cc2c(c(=O)n1CCCn1ccnc1)C(c1ccco1)C(C#N)=C(N)O2 (configuration not stated)
    -28, 8, 21, -3, -14, -1.9, 16, -1, 2
> CCc1c(C)nc(N2CCN(c3ccccc3)CC2)[nH]c1=O
    3, -10, 18, -5, -8, 0.7, 12, 0, 8
> Cc1ccccc1N(CC(=O)NCCc1ccccc1)C(=O)c1csnn1
    0, 4, -21, 1, -10, 0.9, 8, 3, -2
> NC(=O)CC(NSc1ccccc1[N+](=O)[O-])C(=O)O (configuration not stated)
    5, -2, 5, -2, -1, 1.3, 9, 0, 38
> CCn1cc(CNCc2cn[nH]c2-c2cc3ccccc3o2)cn1
    -1, 6, -16, -3, -9, 0.8, -2, 0, 13
> CC(C)CN(CCCNC(=O)CC1Oc2ccccc2NC1=O)CC(C)C (configuration not stated)
    0, -2, -1, -5, -3, 0.0, 12, 0, -11
> CCCSCCCNC(=O)c1ccc(C)c(NC(=O)C2=C(C)OCCS2)c1
    13, 5, 9, 2, -1, 1.5, 20, 0, 19
> CCC(NC(=O)c1cc(COc2ccc(C)nc2)on1)c1ccc(C)cc1 (configuration not stated)
    5, -8, 23, -3, 10, -1.1, -40, -2, 15
> CC(C)(C)c1ccc(-n2ncc3c2CCCC3NC(=O)c2csnn2)cc1 (configuration not stated)
    20, 6, 15, 2, 3, 4.9, -1, 5, -6
> O=C(O)c1ccc(NCc2ccncc2)cc1
    -16, -4, 18, 0, -18, -0.2, -15, -3, 17
> COc1ccc(NC(=O)CN(C)C(=O)c2oc3c(ccc4ccccc43)c2C)cc1
    3, -13, 14, -1, -4, -1.5, -35, -2, 29
> S=C(NCCCn1ccnc1)Nc1cccc(Cl)c1
    9, 6, -34, 3, 4, -0.2, -5, 1, 11
> CN(CC1COc2ccccc2O1)C(=O)CSc1ncnc2sccc12 (configuration not stated)
    10, 7, 14, -1, 22, 1.0, -2, -3, 33
> CCN(c1ccccc1)S(=O)(=O)c1nnc(NC(=O)CC(C)C)s1
    1, 4, -2, -3, -8, 0.3, 8, -6, 2
> CC1(C)C(=O)OC(c2cccs2)C(C)(C)C1=O (configuration not stated)
    2, 7, 7, -4, 2, -1.1, 6, 5, 13
> O=C(NC(=S)Nn1cnc2c(cnn2-c2ccccc2)c1=O)c1ccc(Cl)cc1
    12, -4, 1, -5, 5, 3.4, 16, 1, 14
> CC1CC(C)CN(CCCNC(=O)c2ccc3c(SCC(=O)O)c4c(nc3c2)CCC4)C1 (configuration not stated)
    6, -4, -19, 0, -2, 1.1, 2, 1, 11
> Cc1[nH]c2ccccc2c1C(=O)COC(=O)C1CC(=O)N(Cc2ccco2)C1 (configuration not stated)
    0, -10, 13, -2, -4, -0.8, -20, -1, 7
> Cn1c(SCC(=O)c2ccccc2)nnc1-c1cccs1
    -3, -25, -57, 0, -6, 2.4, -8, 1, 25
> Cn1c(N)c(C(=O)CSc2nnc(C3CC3)n2Cc2ccccc2)c(=O)n(C)c1=O
    -5, -5, -9, -2, -7, 0.7, 13, -3, 12
> O=C(CSc1ncn[nH]1)Nc1ccc(OCc2ccccc2)cc1
    14, 2, -3, -1, -6, 3.9, 5, 0, 14
> CCOc1ccc2nc(N3CCCC(C(=O)N4CCN(CC)CC4)C3)sc2c1 (configuration not stated)
    14, -5, 5, -2, 2, 0.0, 3, -2, -7
> O=C(O)c1ccccc1C(=O)NC1CCCCNC1=O (configuration not stated)
    -19, -5, -7, -2, -10, 1.0, 4, 2, 15

Some of the compounds tested; count on the stated rates, not on these rows.
